EPAC2 agonist: qHTS for Agonist of cAMP-regulated guanine nucleotide exchange factor 4 (EPAC2): primary screen; Rap guanine nucleotide exchange factor 4 (Homo sapiens), Q8WZA2; EPAC2 activation, biochemical qHTS; response scale: 100% = 6.5 mM cAMP response; Potency, µM (series often up to 154 µM), without a hit: top-dose activation, usual class: activators; 360,000 tested, 0.079% active; also: nearly all actives have a fitted effect of over 50% in size
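Nucleotide exchange monitored as fluorescence drop when BODIPY-GDP leaves Rap1B. Reaction: 100 nM EPAC2, 250 nM RAP1B-BODIPY-GDP, 50 uM GDP, room temperature, kinetic read over 30 min. Activity expressed relative to 6.5 mM cAMP.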
PTHR1 agonist: qHTS for PTHR1 Agonists: Primary Screen. HEK293 GP2 PTHR1 cells, GloSensor cAMP luminescence, 1 h. Potency, µM (titrated, usually from 115 µM), without a hit: at the highest dose activation, usual class: activators. 410,000 tested, 0.075% active; also: nearly all actives have a fitted effect of over 55% in size; some results filed as inactive show a strong effect at the top dose; inactives centre near -15; many of its hits are not listed in these tables
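HEK-293-derived GP2 cells expressing PTHR1 and a GloSensor cAMP reporter, 3,000/well, plated overnight, given luciferin plus IBMX (each 0.5 mM as added) for 1 h at 37 °C, then compound for 1 h at 37 °C. Luminescence was read after 15 min at room temperature.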
FUS yeast rescue: qHTS for Suppressors of FUS Proteinopathy: Primary screen using FUS-linked yeast assay; Potency, µM (top dose mostly 76.6 µM), for inactives: at the top dose growth rescue (activation), hits mostly activators; 390,000 tested, 0.24% active; S. cerevisiae FUS-expressing, growth rescue, OD600, 24 h;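 also: plate controls were DMSO vehicle for no effect and reference control for full effect; nearly all actives have a fitted effect of over 55% in size; some results filed as inactive show a strong effect at the top dose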
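Restored growth of FUS-toxic S. cerevisiae, read as 600 nm absorbance after 24 h at 30C in galactose medium (starting OD 0.005). Controls CP55940 and DMSO.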
EPAC1 antag: qHTS for Antagonist of cAMP-regulated guanine nucleotide exchange factor 3 (EPAC1): primary screen | EPAC1 GEF assay, Rap1b-BODIPY-GDP exchange fluorescence | Rap guanine nucleotide exchange factor 3 (Homo sapiens), O95398 | 360,000 tested, 0.14% active | Potency, µM (titrated, usually from 115 µM), without a hit: at the top dose activity change, negative = inhibition, usual class: inhibitors;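 also: plate controls were vehicle for no effect and positive control for full effect; nearly all actives have a fitted effect of over 50% in size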
Target sequence (O95398 whole entry, looked up): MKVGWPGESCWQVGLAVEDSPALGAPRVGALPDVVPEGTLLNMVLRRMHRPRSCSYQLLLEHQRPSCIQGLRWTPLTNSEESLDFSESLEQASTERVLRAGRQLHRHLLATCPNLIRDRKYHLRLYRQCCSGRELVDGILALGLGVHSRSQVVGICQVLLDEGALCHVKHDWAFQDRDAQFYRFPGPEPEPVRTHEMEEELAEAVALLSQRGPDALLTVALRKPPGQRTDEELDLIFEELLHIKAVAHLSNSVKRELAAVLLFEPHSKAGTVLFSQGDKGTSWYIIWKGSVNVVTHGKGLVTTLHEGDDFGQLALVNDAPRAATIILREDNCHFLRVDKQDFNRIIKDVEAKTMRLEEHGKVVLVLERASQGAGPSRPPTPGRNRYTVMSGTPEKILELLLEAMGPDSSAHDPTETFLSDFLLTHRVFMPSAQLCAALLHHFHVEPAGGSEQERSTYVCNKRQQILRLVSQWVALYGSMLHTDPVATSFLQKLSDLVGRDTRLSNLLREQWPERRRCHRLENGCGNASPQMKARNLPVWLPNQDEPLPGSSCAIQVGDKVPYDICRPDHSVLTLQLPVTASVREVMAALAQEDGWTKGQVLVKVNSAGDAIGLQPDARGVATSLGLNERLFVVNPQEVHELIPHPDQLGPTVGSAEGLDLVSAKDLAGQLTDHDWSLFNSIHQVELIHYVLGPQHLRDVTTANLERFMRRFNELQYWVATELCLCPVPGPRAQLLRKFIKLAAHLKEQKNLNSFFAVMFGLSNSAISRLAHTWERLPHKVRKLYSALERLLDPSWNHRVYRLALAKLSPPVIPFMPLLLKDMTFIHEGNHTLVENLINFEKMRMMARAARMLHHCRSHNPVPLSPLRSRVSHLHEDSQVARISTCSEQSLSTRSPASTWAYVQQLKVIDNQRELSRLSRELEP
aSyn rescue: qHTS of alpha-syn Inhibitors. Yeast expressing alpha-synuclein, growth rescue, BacTiter-Glo, 24 h. Potency, µM (doses to about 46.1 µM), for inactives: top-dose growth rescue (activation), most hits filed as activators. 370,000 tested, 0.14% active. AID 652106, 2013; also: % of control where 0% means no effect; nearly all actives have a fitted effect of over 65% in size
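Rescue of yeast growth: cells expressing toxic alpha-synuclein, induced in galactose at OD600 0.02, incubated with compound 24 h at 30 C. ATP luminescence quantified growth; inhibitors of toxicity appear as activators.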
EPAC1 ag: qHTS for Agonist of cAMP-regulated guanine nucleotide exchange factor 3 (EPAC1): primary screen | EPAC1 agonist qHTS, biochemical assay; response scale: 100% = response to 6.5 mM cAMP | 360,000 tested, 0.073% active | Rap guanine nucleotide exchange factor 3 (Homo sapiens), O95398 | Potency, µM (doses to about 154 µM), inactives show at the highest dose activation, most hits filed as activators | AID 720707, 2013; also: nearly all actives have a fitted effect of over 60% in size
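Fluorescent GDP-exchange assay: 100 nM EPAC1 with 250 nM Rap1B preloaded with BODIPY-GDP and 50 uM GDP; compounds tested as concentration series, 5 min at room temperature, then read every 5 min for 30 min (ex 480/em 540 nm); normalized to 6.5 mM cAMP.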
EPAC2 antagonist: qHTS for Antagonist of cAMP-regulated guanine nucleotide exchange factor 2 (EPAC2): primary screen; EPAC2 GEF exchange of Rap1B-BODIPY-GDP, fluorescence; Potency, µM (titrated, usually from 114 µM), without a hit: at the top dose activity, negative = inhibition, actives largely listed as inhibitors; 360,000 tested, 0.18% active; also: % is scaled to controls: 0 for no effect and ±100 for the full control effect; nearly all actives have a fitted effect of over 45% in size; many of its hits are not listed in these tables
TDP43 rescue: qHTS of TDP-43 Inhibitors | 410,000 tested, 1.8% active | TDP-43 expressing yeast growth rescue, BacTiter-Glo, 24 h | Potency, µM (highest dose often 46.1 µM), for the others: at the highest dose growth rescue (activation), most hits filed as activators | AID 652104, 2013; also: % of control where 0% means no effect; nearly all actives have a fitted effect of over 50% in size
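Luminescence from BacTiter-Glo reports growth of TDP-43-expressing yeast after 24 hr at 30 deg C with compound. Cells were raffinose-pregrown to mid-log, then seeded in galactose medium at OD600=0.02.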
The depositor's hits bear a star; i = inactive; ? = inconclusive; . = no result given; [ ] = dose if it differs, or a comment. Calls follow the shape of the dose curve; as a rule, active = well fitted curve in the direction sought with a large enough effect; inconclusive = small, poorly fitted or top-dose-only effect, or another doubt; inactive = no such curve, though single readings can be large; an effect the other way counts as inactive or inconclusive. Potency is read from the fitted curve at half-maximal effect.

SMILES	EPAC2 agonist	PTHR1 agonist	FUS yeast rescue	EPAC1 antag	aSyn rescue	EPAC1 ag	EPAC2 antagonist	TDP43 rescue
O=C1OC(/C(=C\Nc2ccc(F)cc2F)[N+](=O)[O-])c2ccccc21 (configuration not stated)	-8%	i	22%	-10%	18µM*	-5%	0%	?
CCN(CC)C(=O)CSc1nnc(-n2nc(C)cc2C)c2ccccc12	-3%	i	13%	-2%	5%	1%	2%	-5%
Cc1ccc([C@H]2C(C(=O)O)=CC[C@@H](c3ccc(C)cc3)N2S(=O)(=O)c2ccc(C)cc2)cc1	3%	i	-16%	-17%	-1%	-7%	-5%	25%
CC(Sc1nc2ccccc2[nH]1)C(=O)Nc1ccc2c(c1)OCCO2 (configuration not stated)	6%	i	2%	1%	-6%	-5%	-5%	4%
COc1ccc(-c2nnc(SCC(=O)Nc3ccc(C(=O)O)cc3)n2-c2ccc(Cl)cc2)cc1	-14%	-15%	34%	-11%	2%	-2%	2%	-15%
CCn1c(CSCc2ccc(F)cc2)nnc1SCC(=O)N1CCN(c2ccccc2)CC1	6%	-49%[inhibitor][57.5 µM]	40%	-15%	10%	0%	5%	0%
O=C(Nc1ccc(-c2cccc(F)c2)cc1)C1CCCN(Cc2ccccn2)C1 (configuration not stated)	2%	-27%	.	-9%	4%	9%	-4%	0%
Cc1cc(=O)[nH]c(N/N=C/c2ccc3c(c2)OCCO3)n1	-2%	i	-14%	13%	-1%	-7%	1%	10%
CCCCOC(=O)c1ccc(N/C(=N\S(=O)(=O)c2ccccc2)c2ccccc2)cc1	-2%	i	5%	-20%	-16%	11%	-14%	?
COc1ccc(C(=O)NCc2ccccc2CN2CCCC2)cc1S(=O)(=O)Nc1ccc(C)cc1	3%	i	7%	-9%	6%	4%	-4%	18%
CN(Cc1ccccc1)C(=O)COC(=O)c1ccc(S(=O)(=O)N(C)C)cc1	4%	-8%	6%	-3%	11%	4%	6%	4%
CC(C(=O)NN)n1nnc(N2CCOCC2)n1 (configuration not stated)	5%	i	-6%	-15%	0%	-13%	13%	11%

Quoted at random: two compounds from above.
SMILES	EPAC2 agonist	PTHR1 agonist	FUS yeast rescue	EPAC1 antag	aSyn rescue	EPAC1 ag	EPAC2 antagonist	TDP43 rescue
COc1ccc(-c2nnc(SCC(=O)Nc3ccc(C(=O)O)cc3)n2-c2ccc(Cl)cc2)cc1	-14%	-15%	34%	-11%	2%	-2%	2%	-15%
COc1ccc(C(=O)NCc2ccccc2CN2CCCC2)cc1S(=O)(=O)Nc1ccc(C)cc1	3%	i	7%	-9%	6%	4%	-4%	18%

Continuation:
SMILES	EPAC2 agonist	PTHR1 agonist	FUS yeast rescue	EPAC1 antag	aSyn rescue	EPAC1 ag	EPAC2 antagonist	TDP43 rescue
COc1ccc(/C(N)=C/C(=O)C(C)(C)C)cc1	1%	i	-6%	-4%	1%	8%	-8%	-1%
CC1(C(=O)NS(=O)(=O)c2cccc(C#N)c2)CCN1C(=O)c1ccc(C2CCCCC2)cc1 (configuration not stated)	-2%	-65%[inhibitor]	21%	-11%	0%	-17%	-2%	25%
CCS(=O)(=O)N1CCN(C(=O)c2ccco2)CC1	5%	-31%[57.5 µM]	-8%	10%	-3%	-1%	-3%	-1%
Cc1ccc(C23CC4CC(CC(C(=O)N5CCN(C)CC5)(C4)C2)C3)cc1	0%	i	-4%	-1%	2%	2%	-7%	14%
O=C(NCCN1CCCCC1)Nc1ccc(F)c(Cl)c1	11%	-20%	18%	-6%	7%	12%	-1%	-5%
c1cc2c(cc1C1CCCCC1)c1c3n2CCCNC3CCC1 (configuration not stated)	3%	-14%[57.5 µM]	18%	0%	-18%	-6%	-1%	19%
CCN(N)C(=S)Nc1ccc(F)cc1	11%	i	3%	-10%	-13%	12%	0%	1%
COc1ccc(CN2CC(C(=O)N3CC(C)CC(C)C3)CC2=O)cc1 (configuration not stated)	10%	-21%	3%	22%	0%	9%	-2%	-11%
CCCc1[nH]nc2c1C(c1ccsc1)C(C#N)=C(N)O2 (configuration not stated)	0%	-21%	-1%	-6%	2%	-1%	-3%	-9%
Cc1csc(C(C)N(C)C(=O)c2ccc(OC3CCN(Cc4ccccn4)CC3)cc2)n1 (configuration not stated)	13%	i	19%	10%	0%	3%	-5%	0%
Cc1cc(NC(=O)COc2ccc([N+](=O)[O-])cc2)no1	8%	i	-1%	-18%	-9%	4%	-3%	4%
CC1CCN(CCOCCSc2ccc(Cl)cc2)CC1	9%	-21%	-32%	-11%	-3%	5%	-4%	-11%
Cc1cc[n+](-c2nc([O-])sc2/C=N/Nc2ccc([N+](=O)[O-])cc2)cc1	6%	i	7%	8%	-9%	13%	-9%	-9%
CCc1nnc(NC(=O)CSc2nnc(C)n2-c2ccc(C)cc2)s1	0%	-18%	.	-22%	3%	-6%	6%	19%
O=C(Nc1cc(S(=O)(=O)N2CCOCC2)ccc1Cl)C1CCC1	0%	i	0%	17%	-1%	12%	0%	-16%
CC(C)C(=O)N1CCN(c2ccccc2N)CC1	6%	i	-17%	10%	-2%	-10%	7%	0%
Cc1ccc(S(=O)(=O)NN=C2CCc3ccccc32)cc1	-7%	i	0%	5%	4%	9%	-4%	25%
O=C1NN=C(c2ccc(Cl)cc2)CC1c1cccc(Br)c1 (configuration not stated)	4%	-1%	15%	-28%	?	27%	-24%	13µM*
COC(=O)C1=C(C)OC(N)=C(C#N)C1C1CCCCC1 (configuration not stated)	-1%	-15%[57.5 µM]	-4%	-1%	0%	4%	3%	-2%
CCCC(=O)N1CCC1(C)C(=O)Nc1ccc(OC)c(OC)c1 (configuration not stated)	4%	i	7%	11%	-8%	-15%	5%	23%
N#Cc1c(N)n(CCc2ccc(F)cc2)c2nc3ccccc3nc12	-83%[inhibitor][15.6 µM]	-3%[57.5 µM]	3%	2%	-1%	-1%	13%	8%
Cc1ccc(Cl)cc1N(CC(=O)Nc1cccc(N(C)S(C)(=O)=O)c1)S(C)(=O)=O	6%	i	-11%	-6%	0%	-14%	7%	-1%
COc1ccc(CCN2C(=O)CC(NNC(=O)c3ccccc3Br)C2=O)cc1 (configuration not stated)	5%	-21%	.	-16%	4%	2%	1%	24%
CN(C)S(=O)(=O)c1cccc(COC(=O)CN2C(=O)NC3(CCCC3)C2=O)c1	6%	-1%	7%	-2%	-6%	-8%	-6%	11%

A few values from the entries so far.
`CC(C)C(=O)N1CCN(c2ccccc2N)CC1` in FUS yeast rescue: -17%
`CCCC(=O)N1CCC1(C)C(=O)Nc1ccc(OC)c(OC)c1` (configuration not stated) in FUS yeast rescue: 7%
`CCCCOC(=O)c1ccc(N/C(=N\S(=O)(=O)c2ccccc2)c2ccccc2)cc1` in EPAC1 antag: -20%
`COc1ccc(C(=O)NCc2ccccc2CN2CCCC2)cc1S(=O)(=O)Nc1ccc(C)cc1` in EPAC2 agonist: 3%

Continued:
SMILES	EPAC2 agonist	PTHR1 agonist	FUS yeast rescue	EPAC1 antag	aSyn rescue	EPAC1 ag	EPAC2 antagonist	TDP43 rescue
CCOC(=O)c1nnn(-c2nonc2N)c1-c1ccccc1	9%	11%[57.5 µM]	-2%	-1%	3%	3%	-1%	15%
CCNC(=O)CC1SC(=Nc2ccc(Cl)cc2)N(CC)C1=O (configuration not stated)	4%	-24%	-6%	-6%	-6%	2%	-15%	6%
COc1ccc(C(=O)NCCCNC(=O)c2ccc(C)nc2)cc1	5%	i	-5%	-7%	-7%	2%	-8%	-3%
C/C(=N/NS(=O)(=O)c1ccccc1)c1ccc(NC(=O)C(F)(F)F)cc1	8%	-21%	-2%	-4%	-1%	-7%	10%	22%
O=C(CSc1ccc([N+](=O)[O-])cc1)Nc1cccc(S(=O)(=O)Nc2ccccc2F)c1	8%	-34%[inhibitor]	-8%	-2%	-10%	-6%	3%	-11%[0.397 µM]
CCOc1ccc(S(=O)(=O)N2CCN(C(=O)c3sccc3C)CC2)cc1	0%[15.6 µM]	i	-17%	-5%	5%	-3%	3%	-8%
COc1ccc(C(=O)NCC(O)CN2CCOCC2)cc1[N+](=O)[O-] (configuration not stated)	5%	?	-9%	1%	-1%	8%	7%	3%
O=C(Nc1ccc(S(=O)(=O)N2CCCC2)cc1)c1ccccc1	12%	-24%	20%	2%	-2%	8%	6%	-15%
CCN1C(=O)C(CC(=O)Nc2ccc(OC)cc2)N(CCc2ccccc2F)C1=S (configuration not stated)	18%	-12%	?	?	?	4%	-23%	?
Cc1cccc(NC(=O)CSCC(=O)Nc2cc(S(=O)(=O)N3CCOCC3)ccc2OC(C)C)c1	1%	i	16%	-23%	0%	3%	7%	2%
COc1ccc(Cl)cc1C(=O)NCc1cn(C)nc1C	5%	i	-6%	9%	2%	4%	2%	15%
CC(Oc1ccc(F)cc1)C(=O)Nc1ccc(N2CCOCC2)cc1N1CCOCC1 (configuration not stated)	-4%	i	13%	2%	4%	-2%	0%	15%
CN=C(C)C1=C(O)C(C(=O)OC)C(C)(C)CC1=O (configuration not stated)	-30%[15.6 µM]	i	-17%	2%	-12%	-9%	5%	-4%
O=C1N=C(N2CCCC2)CN1c1ccccc1	6%	-20%	19%	10%	0%	-5%	7%	-24%
CC1(C(=O)NC2CCCCC2)CCC(=O)N1Cc1cccs1 (configuration not stated)	1%	i	-27%	5%	5%	-14%	-1%	19%
COc1cc2[nH]c(=O)n(CCCCCC(=O)N3CCN(c4ccccn4)CC3)c(=O)c2cc1OC	7%	i	0%	-4%	1%	8%	-7%	-16%
Cc1cc(C)cc(NC(=O)C2CCCN(S(=O)(=O)c3cnc[nH]3)C2)c1 (configuration not stated)	3%	i	-9%	3%	-16%	-2%	-4%	15%
CCC(c1nnnn1C(C)(C)C)N1CCN(C2CCCC2)CC1 (configuration not stated)	-9%	i	2%	-19%	7%	-5%	8%	12%
CCc1nnc(NS(=O)(=O)c2ccc(NC(=O)COc3ccc(Cl)c(C)c3)cc2)s1	-3%	-22%	10%	3%	-8%	-6%	-29%	-10%
C[C@H](CO)N1C[C@H](C)[C@@H](CN(C)S(=O)(=O)c2ccc(F)cc2)Oc2ccc(NC(=O)Nc3ccccc3)cc2C1=O	-1%	-41%[inhibitor]	?	-20%	-4%	-3%	-7%	5%

Screens deposited in PubChem BioAssay by National Center for Advancing Translational Sciences (NCATS).

A portion of the library (hit frequency here may not be typical).
